Screening data as filed in PubChem BioAssay.
HIF activator: HIF pathway transcriptional activation. U2OS HRE-luciferase reporter, luminescence; normalized: DMSO 0%, desferrioxamine 100%. activation, % at 7.5 µM (by protocol). actives 0.32% (n = 300,000);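 active = mean activation of at least 10% of the iron chelator positive control signal, with at least half of replicates also reaching 10%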
Platelet DG rel: modulates dense granule release in human platelets; actives 0.22% (n = 300,000); AID 1663; inhibition, %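 (compounds screened at 7.5 µM in platelet-rich plasma)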; human platelet-rich plasma, SFLLRN dense granule ATP release, luminescence;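 active = mean replicate score, as percent of positive control, at or above 50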
MrgX1 antagonist: antagonists of human MrgX1 receptor | MRGX1-HEK293 calcium flux, Fluo-4, BAM8-22 antagonism; hits give low values | B-score at 10 µM | actives 1.3% (n = 310,000);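 active = calcium-response B-score plate-corrected more than 3 library SD below zero, starting fluorescence within 5 deviations, no agonist response on first addition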;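 also: peak minus trough fluorescence over baseline after final BAM8-22 challenge near maximal dose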
Target sequence (Q96LB2 whole entry, looked up): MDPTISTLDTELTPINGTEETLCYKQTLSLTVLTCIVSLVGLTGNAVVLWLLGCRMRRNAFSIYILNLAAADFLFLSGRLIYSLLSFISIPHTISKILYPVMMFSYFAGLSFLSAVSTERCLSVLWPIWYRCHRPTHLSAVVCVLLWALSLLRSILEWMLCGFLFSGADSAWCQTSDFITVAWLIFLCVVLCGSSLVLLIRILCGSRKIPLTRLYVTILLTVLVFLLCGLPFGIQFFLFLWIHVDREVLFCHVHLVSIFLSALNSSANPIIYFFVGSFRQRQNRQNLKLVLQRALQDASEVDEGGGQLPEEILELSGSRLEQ
SKKanGAS inh: SKKanGAS growth inhibition; inhibition, % at 7.5 µM; S. pyogenes SKKanGAS, kanamycin growth, BacTiter-Glo, 6 h; actives 1.3% (n = 300,000);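 active = mean replicate score, as percent of positive control median, at least 50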;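 also: strain carries kanamycin resistance gene driven by streptokinase promoter and grows in 40 µg/ml kanamycin; loss of luminescence reflects streptokinase promoter inhibition or plain growth inhibition; 0% = median of DMSO wells and 100% = positive control at its reference dose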
TRPC6 inh: blocks the mouse TRPC6 cation channel. Q61143. actives 1.1% (n = 310,000). B-score at 10 µM. AID 2553. HEK293-TRPC6, membrane potential dye, ACh-evoked depolarization; hits give low values;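 active = B-score under library mean minus 3 SD, initial fluorescence not abnormally high, positive integrated signal ratio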;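 also: B-score derived from integrated fluorescence ratio over the kinetic read; more negative B-score means stronger inhibition of depolarization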
RGS4 act: potentiators or activators of RGS4 | HEK293 M3R/inducible RGS4, carbachol calcium flux Fluo4; hits give low values | B-score at 10 µM | actives 0.92% (n = 310,000);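 active = B-score of the integrated calcium signal more than 4 SD below the library mean, with starting fluorescence not abnormally high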;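 also: negative B-score means reduced calcium response which marks RGS4 activation or potentiation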
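Material: Inducible-RGS4 HEK293 cells carrying M3 receptor; also added: carbachol at ECmax as muscarinic agonist stimulus; incubation: compound preincubation 20 min at room temperature before agonist; signal: Fluo4-AM (2 µM) calcium-flux fluorescence, kinetic read; measure: integrated calcium ratio converted to B score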
TRPC6 act: activates the mouse TRPC6 cation channel. HEK293-TRPC6 membrane potential dye fluorescence; hits give high values. B-score at 10 µM. actives 0.13% (n = 310,000). AID 2550;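 active = B-score of the integrated fluorescence ratio above library mean plus 3 SD, and starting fluorescence ratio within library mean plus 5 SD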;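 also: higher score means more depolarization so channel activation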
MrgX1 PAM: human MrgX1 positive allosteric modulation, primary screen; AID 588675; B-score at 10 µM; Q96LB2; MrgX1-HEK293, Fluo-4 calcium flux, FDSS; hits give high values; actives 0.63% (n = 310,000);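 active = plate-corrected calcium response at least 3 library SD above typical, normal starting fluorescence, not activating the receptor alone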;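 also: compound read alongside a low EC10 to EC30 dose of BAM8-22 agonist; peak minus trough fluorescence over baseline measured at the second addition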
TRPC4 block: inhibitors of mouse TRPC4 channel | Q9QUQ5 | HEK293 TRPC4beta/mu-opioid, DAMGO-evoked Fluo4 calcium flux; hits give low values | B-score at 10 µM | actives 0.39% (n = 300,000) | AID 2247;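 active = B-score over 3 SD under the library average, no early fluorescence shift, positive overall ratio signal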
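Test system – stable TRPC4beta/mu-opioid receptor HEK293 cells · Probe or stimulus – DAMGO, a submaximal dose followed by a maximal one · Dosing – one concentration per compound · Signal – Fluo4 calcium fluorescence by kinetic imaging, 5 s 1 Hz baseline · Evaluation – per-well B score of integrated baseline-normalized Fluo4 ratio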
RGS4 inh: inhibitors of human RGS4; P49798; HEK293 M3R/RGS4 inducible, Fluo-4 calcium flux; hits give high values; triggered by carbachol at its EC20; B-score at 10 µM; actives 0.45% (n = 310,000); AID 463165;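 active = B-score, a plate-corrected calcium signal, over three deviations above library mean, with baseline fluorescence within five deviations of library mean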;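 also: RGS4 expression induced by doxycycline in cells with stable M3 receptor; B-score is computed from the integrated fluorescence ratio over baseline after carbachol; higher B-score means a larger calcium signal and so more RGS4 inhibition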
Target sequence (P49798 whole entry, looked up): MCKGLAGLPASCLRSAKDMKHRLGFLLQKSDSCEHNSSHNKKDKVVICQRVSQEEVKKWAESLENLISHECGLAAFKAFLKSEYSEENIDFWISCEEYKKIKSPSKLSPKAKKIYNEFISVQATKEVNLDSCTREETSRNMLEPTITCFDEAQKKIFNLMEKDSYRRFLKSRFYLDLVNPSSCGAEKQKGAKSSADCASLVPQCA
MrgX1 ag: agonists of human MrgX1 receptor; Q96LB2; MrgX1-HEK293 cells, Fluo-4 calcium fluorescence, agonist mode; hits give high values; B-score at 10 µM; actives 0.44% (n = 310,000);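 active = calcium response B-score plate-corrected fluorescence ratio at least 3 library SD, with starting fluorescence B-score inside 5 SD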
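Test system: Stable human MrgX1 HEK293 cell line | Schedule: Overnight plating before 1 h dye loading | Read-out basis: Baseline-normalised fluorescence change ratio, B-scored | Detection: Kinetic calcium dye fluorescence, Fluo-4 NW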
The depositor's hits bear a star; i = inactive; / = no result given.

SMILES	HIF activator	Platelet DG rel	MrgX1 antagonist	SKKanGAS inh	TRPC6 inh	RGS4 act	TRPC6 act	MrgX1 PAM	TRPC4 block	RGS4 inh	MrgX1 ag
Cc1cc(=O)oc(C)c1C(=O)NCCc1ccc(F)cc1	0.7	9	i	-2	i	i	i	i	i	i	i
COC(=O)C(C)Oc1ccc2cc(-c3ccccc3)c(=O)oc2c1 (centres undefined)	0.6	10	i	-2	i	i	i	i	i	i	i
CC(=O)Nc1cccc(Oc2ncccc2[N+](=O)[O-])c1	-0.3	4	i	-14	i	i	i	i	i	i	i
Cc1cc(C(=O)CSc2nc(N)cc(=O)[nH]2)ccc1F	0.5	2	i	1	i	i	i	i	i	i	i
O=C(NCC1CC1)Nc1cccs1	0.4	3	i	5	i	i	i	i	i	i	i
CCN1CCCC1CNC(=O)c1cc(COc2ccc(C)c(C)c2)on1 (centres undefined)	2.2	-3	i	4	i	i	i	i	i	i	i
Clc1cccc(-c2nnc(SC/C=C/c3ccccc3)n2Cc2ccco2)c1	-0.1	23	i	/	i	i	i	i	i	i	i
COC(=O)c1sccc1NC(=O)/C=C/c1ccc(Cl)cc1Cl	0.9	0	i	-4	i	i	i	i	i	i	i
COc1cccc(/C=C/c2n[nH]c(=O)c(C#N)c2C)c1	0.3	-8	i	-3	i	i	i	i	i	i	i
O=C(O)c1ccc(N/N=C/c2cc(Br)cs2)cc1	-0.7	21	i	0	i	i	i	i	i	i	i
CC(=O)NCCc1nc2ccccc2n1Cc1cccc(C)c1	-0.2	16	i	10	i	i	i	i	i	i	i
CCOc1ccc(/C=N/n2c(SC)nnc(C(C)(C)C)c2=O)cc1	-1.0	2	i	-1	i	i	i	i	i	i	i
Cn1ncc(Cl)c1C(=O)NCc1ccc2c(c1)OCO2	0.2	7	i	-1	i	i	i	i	i	i	i
COc1cccc(/C=C/C(=O)OCC(=O)Nc2ccc(Cl)c(S(=O)(=O)N(C)C)c2)c1	-0.3	6	i	9	i	i	i	i	i	i	i
CCC(=O)Nc1ccccc1C(=O)OCc1ccc(C(=O)c2ccccc2)cc1	0.3	-3	i	6	i	i	i	i	i	i	i
O=C(COC(=O)Cc1cccc(C(F)(F)F)c1)NCC1CCCO1 (centres undefined)	0.0	2	i	-8	i	i	i	i	i	i	i
CC(NC(N)=O)C(=O)NCC(=O)OCc1ccccc1 (centres undefined)	-0.4	11	i	8	i	i	i	i	i	i	i
CSCCC(NC(=O)c1ccc(Cl)cc1Cl)C(=O)OC(C)C(=O)NCc1ccco1 (centres undefined)	0.9	6	i	5	i	i	i	i	i	i	i
Cc1[nH]c(=S)[nH]c(=O)c1CCOc1ccccc1	0.0	3	i	-1	i	i	i	i	i	i	i
CC(O)CNCc1ccc(Cl)cc1Cl (centres undefined)	0.0	-1	i	-18	i	i	i	i	i	i	i
CCCCOc1ccc(OC(=O)Nc2cc(Cl)ccc2OC)cc1	-0.4	-8	i	14	i	i	i	i	i	i	i
CCc1ccc(CN2CCCC(C(=O)Nc3ccc(-c4cscn4)cc3)C2)o1 (centres undefined)	-0.2	-17	i	-9	i	i	i	i	i	i	i
O=C(CSc1nc2ccc([N+](=O)[O-])cc2[nH]1)NC1CCCC1	0.2	0	i	5	i	i	i	i	i	i	i
O=C(Nc1ccccc1)c1nn(-c2cccc(C(F)(F)F)c2)ccc1=O	0.7	5	i	18	i	i	i	i	i	i	i
COc1cc(C=O)ccc1OCCCOc1ccc([N+](=O)[O-])cc1	-20	-6	i	-2	i	i	i	i	i	i	i
O=C(CNc1ccccc1)N/N=C/c1ccc([N+](=O)[O-])o1	0.2	6	i	4	i	i	i	i	i	i	i
COc1ccc(-n2nnc3c(=O)n(CC(=O)OCc4ccccc4)cnc32)cc1	-0.1	-8	i	2	i	i	i	i	i	i	i
O=C(NCCc1ccccc1)c1cc(S(=O)(=O)N2CCOCC2)ccc1F	0.8	0	i	-2	i	i	i	i	i	i	i
Cc1ccc(S(=O)(=O)Nc2nc3ccccc3nc2NCc2ccco2)cc1	3.2	-6	i	16	i	i	i	i	i	i	i
Cc1cc(C)c(NC(=O)CS(=O)CC(=O)NC2CCCc3ccccc32)c(C)c1 (centres undefined)	-0.5	-2	i	0	i	i	i	i	i	i	i

A different layout for 3 compounds above:
Screens in order: HIF activator | Platelet DG rel | MrgX1 antagonist | SKKanGAS inh | TRPC6 inh | RGS4 act | TRPC6 act | MrgX1 PAM | TRPC4 block | RGS4 inh | MrgX1 ag
> COc1ccc(-n2nnc3c(=O)n(CC(=O)OCc4ccccc4)cnc32)cc1
  -0.1 | -8 | i | 2 | i | i | i | i | i | i | i
> O=C(NCCc1ccccc1)c1cc(S(=O)(=O)N2CCOCC2)ccc1F
  0.8 | 0 | i | -2 | i | i | i | i | i | i | i
> Cc1ccc(S(=O)(=O)Nc2nc3ccccc3nc2NCc2ccco2)cc1
  3.2 | -6 | i | 16 | i | i | i | i | i | i | i

Next entries follow:
SMILES	HIF activator	Platelet DG rel	MrgX1 antagonist	SKKanGAS inh	TRPC6 inh	RGS4 act	TRPC6 act	MrgX1 PAM	TRPC4 block	RGS4 inh	MrgX1 ag
O=C1N=C(N2CCCCC2)SC1=C1CCCC1	2.2	-13	i	0	i	i	i	i	i	i	i
Oc1ccc(F)c2cccnc12	0.0	-4	i	-17	i	i	i	i	i	i	i
Cc1c(CC(=O)O)c(=O)oc2c(C)c(OCc3ccccc3)ccc12	-0.5	-3	i	7	i	i	i	i	i	i	i
CC(=O)c1ccc(NC(=O)C(Cc2ccccc2)n2cccc2)cc1 (centres undefined)	0.1	8	i	2	i	i	i	i	i	i	i
Cn1c(-c2cc3ccccc3oc2=O)nc2ccccc21	6.3	-10	i	1	i	i	i	i	i	i	i
CC(=O)Cc1nsc(NC(=O)c2cc(-c3cccc(C(F)(F)F)c3)oc2C)n1	0.2	0	i	-4	i	i	i	i	i	i	i
COc1ccc(S(=O)(=O)N[C@@H](Cc2ccccc2)C(=O)N2CC[C@@]3(O)CCCC[C@H]3C2)cc1	-0.2	-23	i	-11	i	i	i	i	i	i	i
Cc1cc(C)n2nc(CC(=O)NC3CCCCCC3)nc2n1	-0.2	-10	i	2	i	i	i	i	i	i	i
O=C(O)CSc1ncccc1C(=O)O	-1.6	1	i	0	i	i	i	i	i	i	i
CCCCC(=O)NC(c1ccccc1Cl)c1c(O)ccc2ccccc12 (centres undefined)	-0.2	17	i	11	i	i	i	i	i	i	i
CCN(C(=O)COC(=O)c1c2c(nc3ccccc13)/C(=C/c1ccccc1)CC(C)C2)C1CCS(=O)(=O)C1 (centres undefined)	0.4	-19	i	25	i	i	i	i	i	i	i
Cc1cc(C)c2nc(SCC(=O)NCC3CCCO3)c(C#N)cc2c1 (centres undefined)	-0.2	1	i	1	i	i	i	i	i	i	i
Cc1ccc(Cl)cc1N1CCN(C(CC(C)C)c2nnnn2CC2CCCO2)CC1 (centres undefined)	0.3	-3	i	-3	i	i	i	i	i	i	i
CN(C)S(=O)(=O)N(CC(=O)Nc1ccccc1)c1ccccc1	/	/	i	/	i	i	i	i	i	i	i
Cc1cccc(N2C(=O)/C(=C\c3ccc(OC(F)F)cc3)c3ccccc3C2=O)c1	-0.6	-11	i	-4	i	i	i	i	i	i	i
N#CC1=C(N)OC2=C(C(=O)CCC2)C1c1ccncc1 (centres undefined)	/	/	i	/	i	i	i	i	i	i	i
O=[N+]([O-])c1cccc(/C=C/c2nc3ccc([N+](=O)[O-])cc3[nH]2)c1	1.8	1	i	17	i	i	i	i	i	i	i
COCCNC(=O)c1c[nH]n2c(=O)cc(C3CCN(C(=O)OC(C)(C)C)CC3)nc12	-0.5	15	i	8	i	i	i	i	i	i	i
O=C(/C=C\c1ccccc1)Oc1cccc2cccnc12	0.5	3	i	1	i	i	i	i	i	i	i
COc1cc(C(=O)O/N=C(\N)Cc2ccc([N+](=O)[O-])cc2)cc(OC)c1OC	0.0	-73	i	1	i	i	i	i	i	i	i
COc1ccc(CCNC(=O)CSCc2ccc(Cl)cc2)cc1OC	-0.8	5	i	-2	i	i	i	i	i	i	i
COc1ccc(-c2nc(SC(CC(=O)NCCO)c3cccs3)n[nH]2)cc1 (centres undefined)	-0.1	3	i	5	i	i	i	i	i	i	i
NC(=S)N/N=C/c1ccc(-c2ccc(Cl)c(Cl)c2)o1	0.5	6	i	-18	i	i	i	i	i	i	i
Cc1ccc(C(=O)N/C(=C\c2ccccc2)C(=O)NCCN2CCOCC2)cc1	0.3	6	i	-2	i	i	i	i	i	i	i
CCNc1ccc(C2(O)C(=O)c3ccccc3C2=O)cc1	-0.1	2	i	1	i	i	i	i	i	i	i
NS(=O)(=O)c1cccc(NC(=O)c2ccc3nc[nH]c3c2)c1	-0.9	-4	i	-1	i	i	i	i	i	i	i
O=C(NCc1ccc2c(c1)OCO2)C1CCCN(C(=O)c2ccc(Cl)cc2)C1 (centres undefined)	0.1	-1	i	4	i	i	i	i	i	i	i
C/C(=N/NC(=O)CN1CCN(S(=O)(=O)c2ccc(Br)cc2)CC1)c1cccnc1	-0.6	9	i	3	i	i	i	i	i	i	i
COc1cccc(OC)c1OCCCCN1CCCC1	0.4	19	i	12	i	i	i	i	i	i	i
COC(=O)c1ccc(-n2nnnc2SCC(=O)Nc2ccccc2F)cc1	0.3	-3	i	-4	i	i	i	i	i	i	i
OCCN(Cc1ccccc1)Cc1ccc(C(F)(F)F)cc1	-0.2	10	i	14	i	i	i	i	i	i	i
CCSc1nc2sc3c(c2c2[n+]1CC(CBr)O2)CCCC3 (centres undefined)	-0.1	-3	i	16	i	i	i	i	i	i	i
O=C(N/N=C\c1cn[nH]c1-c1ccccc1)c1cccnc1	-0.3	-5	i	-13	i	i	i	i	i	i	i
CC(=O)c1ccc(-c2nnc(CCC(=O)N(C)Cc3c(C)nc4ccccn34)o2)s1	-0.1	5	i	-4	i	i	i	i	i	i	i
Cc1cc(-c2n[nH]c(=S)n2/N=C/c2ccc(Br)s2)n[nH]1	0.3	19	i	9	i	i	i	i	i	i	i
CC(C)Cn1c(=O)c2c(nc3n2CCCN3Cc2ccccc2)n(C)c1=O	0.5	7	i	-15	i	i	i	i	i	i	i
COc1ccc(C(C(=O)NCC2CCCO2)N(C(=O)Cn2nnc3ccccc32)c2ccc(NC(C)=O)cc2)cc1OC (centres undefined)	-18	-1	i	-2	i	i	i	i	i	i	i
